# Compound activity as filed in PubChem.
# ERK EGF inh – inhibitors of EGF-stimulated ERK signaling pathway. AID 1454. 130,000 compounds, 0.41% hits. Potency, µM (series often up to 11.5 µM), for the others: top-dose activity change, negative = inhibition, most hits filed as inhibitors. HEK293-V1b, EGF-stimulated phospho-ERK AlphaScreen; active = well fitted inhibition curve with a large enough effect; inconclusive = small, poorly fitted or top-dose-only effect, or effect the other way;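 also: plate controls were stimulated vehicle wells for no effect and unstimulated vehicle basal for full effect; nearly all actives have a fitted effect of over 55% in size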
#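 HEK293 cells stably expressing V1b receptor, serum-reduced (1% FBS) overnight, pretreated 30 min with compound, then stimulated 5 min with 25 nM EGF; phospho-ERK detected by AlphaScreen SureFire. AC50 from Hill fits, normalized to DMSO and EGF.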
# Numbers without * were called inactive; ? = inconclusive; & = joins results of further samples; [ ] = remark or other dose. Potency is read from the fitted curve at half-maximal effect.
# Start of the listing, in advance (6 entries):
nr	Structure	ERK EGF inh
1	CN(C)c1nc(OCCNC(=O)Nc2ccc(Cl)cc2)nc(N(C)C)n1	1.2%
2	COc1ccc2[nH]c3c4c(ccc3c2c1)C(=O)C=CC4=O	-0.1%[57.5 µM]
3	CN(C)CCNC(=O)C(=O)NCC1OCCN1S(=O)(=O)c1ccc2c(c1)OCCO2 (stereo not given)	-0.6%[57.5 µM]
4	Clc1cccc(-c2nc(NCCN3CCOCC3)c3ccccc3n2)c1	10.9%
5	O=C(c1cc(COc2c(F)cccc2F)on1)N1CCc2ccccc2C1	3.2%
6	Cc1cc(N=Cc2c(O)n(-c3cccc(C(F)(F)F)c3)c(=O)c3ccccc23)no1	11.5%

# Results, from the first entry:
nr	Structure	ERK EGF inh
1	CN(C)c1nc(OCCNC(=O)Nc2ccc(Cl)cc2)nc(N(C)C)n1	1.2%
2	COc1ccc2[nH]c3c4c(ccc3c2c1)C(=O)C=CC4=O	-0.1%[57.5 µM]
3	CN(C)CCNC(=O)C(=O)NCC1OCCN1S(=O)(=O)c1ccc2c(c1)OCCO2 (stereo not given)	-0.6%[57.5 µM]
4	Clc1cccc(-c2nc(NCCN3CCOCC3)c3ccccc3n2)c1	10.9%
5	O=C(c1cc(COc2c(F)cccc2F)on1)N1CCc2ccccc2C1	3.2%
6	Cc1cc(N=Cc2c(O)n(-c3cccc(C(F)(F)F)c3)c(=O)c3ccccc23)no1	11.5%
7	C=CCc1cccc(/C=N/NC(=O)CNc2ccccc2OC)c1O	?
8	Cc1ccc(S(C)(=O)=NS(=O)(=O)c2cccc3nsnc23)cc1 (stereo not given)	0.0%[57.5 µM]
9	CC(C)CCC(CC(C)O)C(=O)NNC(=S)Nc1ccccc1 (stereo not given)	1.7%[57.5 µM]
10	O=[N+]([O-])c1ccc(C2CN=C(Nc3ccccc3)S2)cc1 (stereo not given)	-0.4%
11	CCCOc1ccc(C2=NNC(=O)CC2)cc1	0.8%
12	COc1cc(OC)c(OC)cc1NC(=O)CC1COc2ccccc2O1 (stereo not given)	2.5%
13	CC(=O)c1cc(-c2ccccc2)n(CCC(=O)NC2CCCCCCC2)c1C	-4.8%
14	CC(C)(C)c1ccc(-c2cn(-c3ccc(Br)cc3)c3[n+]2CCCS3)cc1	4.6%
15	Cn1c(SCC2CCCO2)nnc1-c1cccc([N+](=O)[O-])c1 (stereo not given)	-11.2%
16	O=C(O)CCC(=O)NN1C(=O)c2ccccc2NC1c1ccc(F)cc1 (stereo not given)	-10.8%[57.5 µM]
17	CCNC(=O)CCS(=O)(=O)c1ccc2ccccc2c1	2.7%
18	N#Cc1c2n(c(=S)n(-c3ccc(OC(F)F)cc3)c1=O)CCCCC2	3.6%
19	COc1cc(/C=C/c2nc3ccccc3s2)cc(OC)c1O	5.3%
20	Cc1ccc(C(=O)COC(=O)C(C)N2C(=O)C3C4C=CC(C4)C3C2=O)cc1 (stereo not given)	1.2%
21	CN(C)S(=O)(=O)c1cccc(NC(=O)COC(=O)COc2ccc(Br)cc2)c1	8.4%[57.5 µM]
22	CCOC(=O)C1(Cc2ccc(OC)cc2)CCN(C(=O)c2cc3ccccc3[nH]2)CC1	0.0%
23	O=C(NCC1CCCO1)/C(=C\c1ccco1)NC(=O)c1ccc(Cl)cc1 (stereo not given)	7.8%
24	COC(=O)C1(Cc2ccccc2)NC(c2ccc(F)cc2)C2C(=O)N(C)C(=O)C21 (stereo not given)	3.3%
25	Cc1ccc(-n2ncc3c(=O)[nH]c(SC(C)C)nc32)cc1	-7.1%
26	COc1ccc(CC(=O)NNC(=O)c2c(-c3ccccc3Cl)noc2C)cc1OC	7.7%[57.5 µM]
27	Cc1ccc(NC(=O)COC(=O)/C=C/c2ccco2)cc1S(=O)(=O)N(C)C	-0.2%
28	COc1ccc(C2=CC(=O)C=CC2=O)cc1	?
29	CCO[C@@H]1OC(C(=O)N2CCN(C)CC2)=C[C@H](C(C)(C)C)[C@H]1CCCO	-10.0%[57.5 µM]
30	O=C(NNS(=O)(=O)c1ccccc1[N+](=O)[O-])c1cccc([N+](=O)[O-])c1	-3.7%
31	Cc1ccc(C(=O)N2CCn3c(C)ccc3C2C)cc1 (stereo not given)	3.7%
32	CC(=O)c1ccc(Cc2ccccc2)cc1	-1.9%
33	CCOC(=O)CC1C(=O)NCCN1S(=O)(=O)c1ccc(F)cc1 (stereo not given)	-2.5%
34	Cc1ccc(S(=O)(=O)N2CCOCC2)cc1C(=O)N1CCN(S(=O)(=O)c2cccs2)CC1	-11.2%[57.5 µM]
35	CCOc1ccc(=O)n(-c2ccccc2)n1	0.2%
36	Cc1ccc(C2=NC3(CCCC3)N=C2SCC(=O)Nc2ccc3c(c2)OCCO3)cc1	-4.0%
37	Fc1cccc(NC(=S)NCc2ccc(Cl)cc2)c1	4.4%
38	O=C(NCCc1ccccc1)C(=O)NCC1OCCN1S(=O)(=O)c1ccccc1 (stereo not given)	6.4%[57.5 µM]
39	CN1CCN(S(=O)(=O)c2ccc(N3CCN(C(=O)c4ccccc4)CC3)nc2)CC1	0.7%
40	O=C(NNS(=O)(=O)c1ccc(Br)cc1)c1csnn1	-1.5%
41	CCOc1ccc(NC(=S)NN2CCN(C)CC2)cc1	3.8%
42	COc1cccc(C(=O)Nc2nnc(-c3ccc(F)cc3)o2)c1	-6.8%[57.5 µM]
43	CCCN1C2CCCC1CC(NC(=S)Nc1cccc(C)c1C)C2 (stereo not given)	0.4%[57.5 µM]
44	N#C/C(=C(/O)COC(=O)COc1cccc(Br)c1)c1nc2ccccc2[nH]1	-6.0%[57.5 µM]
45	Cn1cc([N+](=O)[O-])c(C(=O)Nc2ccc(C3CCCCC3)cc2)n1	-1.0%
46	Cc1c(Cl)c([N+](=O)[O-])nn1CCCC(=O)Nc1cccc(Cl)c1	-11.1%
47	Cc1cc(/C=N/NC(=O)C(=O)NCc2ccccn2)c(C)n1-c1cccc(Br)c1	1.4%
48	Cc1ccccc1N=Cc1cc2c(cc1[N+](=O)[O-])OCO2	-2.3%
49	O=C(NNC(=O)c1cccnc1SCc1cccc([N+](=O)[O-])c1)c1ccc(F)cc1	-4.4%
50	C#CCOCCOCCOCCNc1nc(N2CCN(C(=O)[C@H]([C@@H](C)CC)n3cc([C@@H](N)CC(C)C)nn3)CC2)nc(N2CCN(C(=O)[C@H](CCCCN)n3cc([C@@H](N)CO)nn3)CC2)n1	-4.3%[57.5 µM]
51	O=C(CCSCc1ccccc1Cl)NCc1cccs1	12.6%
52	C=CCn1c(=O)c2ccccc2n2c(SCC(=O)Nc3sc(C(=O)N(CC)CC)c(C)c3C(=O)OCC)nnc12	2.3%
53	COc1ccc(N2C(=O)CSC2c2cccc(OC)c2OC)cc1 (stereo not given)	-4.9%
54	CCc1cc(CC)c(/C=N/NC(N)=O)c(CC)c1/C=N/NC(N)=O	4.8%
55	COc1cc(NC(=O)CSc2cc(C)c3cc(C)cc(C)c3n2)c(C(=O)O)cc1OC	?
56	CCN1CCN(c2ccc([N+](=O)[O-])cc2S(=O)(=O)N2CCOCC2)CC1	-3.2%
57	CCOC(=O)Nc1ccc(Cc2ccncc2)cc1	-0.4%
58	CC(/C=C/c1ccco1)=N/NC(=O)C1COc2ccccc2O1 (stereo not given)	-8.0%[57.5 µM]
59	CC(=O)NNC(=S)NCCc1ccccc1	1.1%
60	Cn1c2c(c(O)c(-c3ccccc3)c1=O)C(=O)CC(C)(C)C2	-1.1%

# More results follow.
nr	Structure	ERK EGF inh
61	COc1cc(/C=C2/SC(=S)N(c3c(C)n(C)n(-c4ccccc4)c3=O)C2=O)ccc1O	-6.7%
62	CCOc1ccc2c(c1)C(c1cccs1)=NNC(c1cccnc1)=N2	2.0%
63	CCCC(=O)N1CCN(c2ccc(NC(=O)C(C)(C)C)cc2Cl)CC1	2.4%
64	CC(=O)Oc1ccc(C2(C)CC(C)(C)NC(=S)N2C)c(OC(C)=O)c1 (stereo not given)	-0.5%
65	COc1cccc(Nc2nnc(SCc3nc4ccccc4s3)s2)c1	0.1%
66	COC(=O)C(NC(C)=O)(Nc1cc(C)ccn1)C(F)(F)F (stereo not given)	-2.8%[57.5 µM]
67	N=c1c[n+](N2CCOCC2)[n-]o1	-12.7%[57.5 µM]
68	CC(C)Oc1ccc(/C=C(\NC(=O)/C=C/c2ccco2)C(=O)NCCc2nc3ccccc3[nH]2)cc1	3.9%
69	O=C(NC(NC(=S)Nc1cccc(C(=O)O)c1)C(Cl)(Cl)Cl)OCc1ccccc1 (stereo not given)	-10.7%
70	Cc1cc(NC(=O)CSc2nnc(Cc3ccccc3)n2C)no1	-2.7%
71	CC1CCN(C(=O)c2ccc(S(=O)(=O)Cc3cccc(F)c3)c([N+](=O)[O-])c2)CC1	8.4%
72	S=C(S)N1CCCC1	0.1%&6.5%
73	CC(C)CN1CC[C@@]2(CCCN(C(=O)c3cccc(F)c3)C2)C1	-2.4%
74	COc1ccc([N+](=O)[O-])cc1NC(=O)CCN1CCN(c2ccccc2OC)CC1	1.2%
75	CC1(C(=O)NCc2ccc(F)cc2)Oc2ccccc2NC1=O (stereo not given)	1.7%
76	CCn1c(SC)nnc1-c1nn(-c2ccccc2)ccc1=O	0.1%
77	C=CCOC(=O)N[C@H](/C(C(=O)OC)=C(\C)NCc1ccccc1)c1cccc(C(F)(F)F)c1	1.4%
78	C/C(=N\NC(=O)Cn1c(-c2ccccn2)nc2ccccc21)c1ccccc1	0.9%
79	COc1ccccc1N1CCN(C(=O)c2oc3ccc(Br)cc3c2C)CC1	8.1%
80	COC(=O)[C@@H]1[C@@H]2C[C@H]3c4[nH]c5cc(OC)ccc5c4CCN3C[C@@H]2C[C@H](OC(=O)/C=C\c2cc(OC)c(OC)c(OC)c2)[C@H]1OC	7.8%[25.7 µM]
81	O=C(N/N=C/c1cccc(Br)c1)c1ccc(Cn2cc(Br)cn2)o1	?
82	Cc1c(NC(=O)c2cc3c(=O)n4ccccc4nc3s2)c(=O)n(-c2ccccc2)n1C	-0.9%[57.5 µM]
83	COC(=O)c1ccc(N2CCN(C)CC2)c(NC(=O)c2cccnc2)c1	-5.8%
84	CN(C(=O)Nc1ccc(Cl)cc1Cl)C1CCCC1	-9.1%[57.5 µM]
85	CCOCCCNC(=O)C(c1ccccc1)N(Cc1ccc2c(c1)OCO2)C(=O)c1ccccc1O (stereo not given)	-2.9%[57.5 µM]
86	COc1cc(C(=O)NCCC(C)C)ccc1OCc1ccc(Cl)cc1Cl	-6.1%
87	CCN(CC)C(=O)C1CCCN(c2ccc([N+](=O)[O-])cc2)C1 (stereo not given)	?
88	COc1ccc(N2C(=O)C(Cl)=C(Nc3ccc(OC)cc3OC)C2=O)cc1	8.2%
89	COc1cccc(NC(=O)N2CCCC2C(=O)NCc2ccccc2F)c1 (stereo not given)	1.2%
90	O=C(N[C@@H](c1ccccc1)[C@@H]1C[C@H]1C(=O)NCc1ccccn1)OCc1ccccc1	-0.3%&-0.8%
91	CNCCC(Oc1ccccc1C)c1ccccc1 (stereo not given)	-31.0%
92	COc1ccc(CCNC(=O)Cn2ccc3c(OC)cccc3c2=O)cc1OC	-2.1%[57.5 µM]
93	CC12CCC(C1)C(C)(C)C2OC(=O)c1ccccc1C(=O)O (stereo not given)	1.9%[57.5 µM]
94	C[C@@H]1C=C(C(=O)N2CCN(Cc3ccc4c(c3)OCO4)CC2)O[C@H](OCCCCO)C1	1.6%[57.5 µM]
95	Cc1ccc(/C=C/C(=O)Nc2nccs2)o1	3.6%
96	O=C(NCCCCc1ccccc1)c1ccccc1	-2.3%[57.5 µM]
97	CC(Oc1cc(F)ccc1[N+](=O)[O-])C(=O)Nc1ccc(S(=O)(=O)N2CCCC2)cc1 (stereo not given)	3.6%
98	CC1CCC(C(C)C)C(OC(=O)C[n+]2cc(-c3ccc(Cl)cc3)n3c2CCCCC3)C1 (stereo not given)	?
99	COC(=O)c1cc(NC(=O)c2cc(C(C)(C)C)nn2Cc2cccc(C)c2)ccc1N1CCOCC1	6.3%[57.5 µM]
100	COc1ccc(Cl)c(NCCC(=O)O)c1	11.0%
101	CN(C)c1ccc(/C=N/O)cc1	-5.6%
102	COc1ccc(C(CCNCc2ccc(N(C)C)cc2)C(C)C)cc1 (stereo not given)	?
103	COC(=O)[C@@]1(Cc2ccccc2)[C@H]2c3cc(C(=O)N4CCCC4)n(Cc4cccc5ccccc45)c3C[C@H]2CN1C(=O)c1ccccc1	-4.5%
104	CC(CC(=O)O)n1nnc2ccccc21 (stereo not given)	-8.8%[57.5 µM]
105	COc1ccc(NC(=O)/C(C#N)=C/c2ncc([N+](=O)[O-])n2C)c(OC)c1	13.8%[57.5 µM]
106	CN(NC(=O)c1ccccc1Cl)c1ncc(C(F)(F)F)cc1Cl	-12.0%[57.5 µM]
107	CCOC(=O)c1cc(=O)c2ccc(OCC(=O)Nc3ccc(F)cc3)cc2o1	3.0%[57.5 µM]
108	O=C(CN1CCCC1)N1c2ccccc2C=Cc2ccccc21	-2.2%
109	CC12CN3CC(C)(CN(C1)C3c1ccccc1)C2O (stereo not given)	6.6%
110	COCCNC(=S)N/N=C(\C)c1ccc(Cl)c(Cl)c1	0.9%
111	CCCCCCCCNC(=O)c1cccnc1SCC(=O)Nc1ccccc1OC	-2.2%
112	C/C(CCc1ccccc1)=N\NC(=O)C(=O)Nc1cccc(Cl)c1	-3.3%
113	Cc1ccc2c(c1)C(C)(C)[C@]1(C)NC(=O)CCN21	-22.5%[57.5 µM]
114	Cc1ccc(Cc2cc(-c3ccc(C)cc3)n[nH]c2=O)cc1	-10.4%[57.5 µM]
115	COc1ccccc1NC(=O)Nc1ccccc1Br	-0.8%
116	c1ccc(-c2noc(CC3CCCCC3)n2)nc1	1.6%
117	O=C(NC1CCCCC1)c1ccccc1NC(=O)C1CC(=O)N(c2ccc(Cl)cc2)C1 (stereo not given)	3.1%
118	Cc1nc2cc(-c3cccc(F)c3)nn2c(C)c1CCC(=O)NC(C)c1ccc2c(c1)OCCO2 (stereo not given)	8.7%

# Not all compounds are listed, so the mix of outcomes need not match the whole.
